SNCA expr inhib: SNCA gene expression inhibition. HEK-293 SNCA-luciferase knock-in, luminescence, 24 h. Potency, µM (titrated, usually from 57.2 µM), without a hit: at the top dose activity change, negative = inhibition, usual class: inhibitors. 140,000 compounds, 0.17% hits. AID 1671194;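 further: potency means the concentration at half of the fitted maximal effect; plate controls were DMSO cells for no effect and cell-free wells for full effect; nearly all actives have a fitted effect of over 45% in size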
FLuc inh: inhibitors of firefly (Photinus pyralis) luciferase; Potency, µM (top dose mostly 115 µM), for inactives: top-dose activity change, negative = inhibition, actives largely listed as inhibitors; 76,000 compounds, 2.5% hits; P08659; purified P. pyralis luciferase, luminescence, biochemical; further: potency means the concentration at half of the fitted maximal effect; nearly all actives have a fitted effect of over 65% in size
Target sequence (P08659 whole entry, looked up): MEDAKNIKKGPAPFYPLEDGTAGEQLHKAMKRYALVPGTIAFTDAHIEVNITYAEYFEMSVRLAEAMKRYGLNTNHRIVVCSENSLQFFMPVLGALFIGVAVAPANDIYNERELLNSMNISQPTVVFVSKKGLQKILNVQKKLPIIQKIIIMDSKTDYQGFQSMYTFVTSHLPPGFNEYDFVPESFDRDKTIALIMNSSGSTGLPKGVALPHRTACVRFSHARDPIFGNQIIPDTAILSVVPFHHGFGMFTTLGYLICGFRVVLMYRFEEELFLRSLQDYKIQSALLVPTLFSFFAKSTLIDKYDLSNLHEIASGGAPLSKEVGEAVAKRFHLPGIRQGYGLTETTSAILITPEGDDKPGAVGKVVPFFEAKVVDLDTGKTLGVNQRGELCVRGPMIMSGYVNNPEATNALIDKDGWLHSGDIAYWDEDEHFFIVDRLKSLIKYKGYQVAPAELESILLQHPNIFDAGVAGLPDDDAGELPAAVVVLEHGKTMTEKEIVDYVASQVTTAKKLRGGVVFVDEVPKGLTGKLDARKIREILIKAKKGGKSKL
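Cell-free enzyme assay, 10nM P. pyralis luciferase, luciferin and ATP each at 10uM. Inhibition profiled over a 6-point titration, read as luminescence.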
HEK293 tox: cytotoxic compounds in HEK 293 cells; HEK 293 viability, ATP luminescence (CellTiter-Glo), 48-72 h; Potency, µM (top dose mostly 115 µM), without a hit: at the top dose activity change, negative = cytotoxicity, most hits filed as inhibitors; 94,000 compounds, 6.6% hits; further: potency means the concentration at half of the fitted maximal effect; nearly all actives have a fitted effect of over 60% in size
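Pintool-delivered compounds were incubated with HEK 293 cells (250 cells/well) at 37 degree Celsius for 48 or 72 hr. ATP-dependent luminescence (CellTiter-Glo) then reported remaining viable cells.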
HEK293 viab: reduces viability of HEK-293 SNCA reporter cells. 150,000 compounds, 0.12% hits. AID 1671193. HEK-293-SNCA-luc viability, GF-AFC fluorescence, 24 h. Potency, µM (series often up to 57.1 µM), for the others: at the top dose activity change, negative = cytotoxicity, actives largely listed as cytotoxic;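 further: potency means the concentration at half of the fitted maximal effect; 0% = DMSO-treated cells and -100% = medium-only wells without cells; nearly all actives have a fitted effect of over 30% in size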
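Cytotoxicity counterscreen: after 24 h compound treatment of genome-edited SNCA-luciferase HEK-293 cells, live-cell protease substrate GF-AFC read by fluorescence after 30 min; activity scaled between DMSO (0%) and medium-only (-100%), curves Hill-fitted.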
IP6K1 inhibitor: inhibitors of human IP6K1; Q92551; IP6K1 kinase, ADP-Glo luminescence, 2 h; active compounds read low; activity change, % (series mostly up to about 58 µM); 140,000 compounds, 0.81% hits; AID 1645851; in the data active means activity change below about -25%
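ADP-Glo luminescence measures ADP made by human IP6K1 during a 2 h RT reaction with ATP/IP6 (mix at 1.3 mM/130 uM); top library doses 57.5 and 19.1 uM final.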
NIH3T3 tox: NIH 3T3 cell cytotoxicity | NIH 3T3 viability, CellTiter-Glo ATP luminescence, 48-72 h | Potency, µM (titrated, usually from 96.7 µM), without a hit: top-dose activity change, negative = cytotoxicity, usual class: inhibitors | 94,000 compounds, 4.3% hits; further: potency means the concentration at half of the fitted maximal effect; nearly all actives have a fitted effect of over 55% in size
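First NIH 3T3 cells are plated at 400 cells/well; next compound is pinned in; then plates incubate 48 or 72 hr at 37 °C; finally CellTiter-Glo is added and luminescence read after 10 min.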
GPT2 inhibitor: GPT2 alanine aminotransferase inhibition; Q8TD30; Recombinant GPT2, coupled pyruvate oxidase/HRP Amplex Red fluorescence; Potency, µM (top dose mostly 57.7 µM), for the others: at the top dose activity change, negative = inhibition, hits mostly inhibitors; 100,000 compounds, 0.25% hits; further: potency means the concentration at half of the fitted maximal effect; nearly all actives have a fitted effect of over 60% in size; many of its hits are not listed in these tables
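Fluorescence of coupled pyruvate oxidase/HRP/Amplex Red system (50uM Amplex, 30 min, dark) reports pyruvate formed by GPT2. Enzyme reaction: 10ng/uL GPT2, 2mM L-alanine, 250uM a-KG, 30 min room temperature, pH 7.5; 50uM AOA control.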
* hit, by the source's call; i = inactive; u = inconclusive; x = not tested or not shown; [ ] = dose if it differs, or a comment. Unless noted, the call rests on the fitted dose curve; in most records, active means well fitted curve in the direction sought with a large enough effect; inconclusive means small, poorly fitted or top-dose-only effect, or another doubt; inactive means no such curve, though single readings can be large; an effect the other way counts as inactive or inconclusive. Unless noted, on the % scale 0 is the no-effect control and ±100 the full control effect. A portion of the library; the hit share may differ from the screen's.

(1) CN(CCc1ccccn1)[C@H]1[C@@H]2OC[C@@H](O2)[C@@H](N(CC2CC2)CC2CC2)[C@@H]1O
(2) Cc1noc(C)c1S(=O)(=O)N1CCC2(C1)OC(=O)Nc1cnccc12 (centres undefined)
(3) c1coc(-c2nc(CNC3CCC4(CCNCC4)CC3)no2)c1
(4) CC1CCN(C(=O)c2ccccc2OCC2CCCN(C3CCC3)C2)CC1 (centres undefined)
(5) CN(C)C[C@@H]1CN(Cc2cccnc2)C[C@H]1NC(=O)C1(c2ccccc2)CC1
(6) CCCOc1ccc(CN2C[C@@H](CO)[C@H](C(=O)N(C)C)C2)cc1
(7) CCOC(=O)[C@@H]1CN(C(=O)c2ccccc2OC(F)(F)F)[C@H]2c3ccc(OC)cc3O[C@@H]12
(8) O=C(COc1ccc(F)cc1)N1CCc2nn(Cc3ccccc3)c(=O)n2CC1

Screen / compound no. | 1 | 2 | 3 | 4 | 5 | 6 | 7 | 8
SNCA expr inhib | 15%[87.6 µM] | 30%[activator] | 119%[activator] | 8% | 1% | -16% | x | 15%
FLuc inh | 0%[172 µM] | -10% | u | 0% | 5% | 9% | x | -4%
HEK293 tox | 1%[172 µM] | 1% | -2% | u | u | u | u | -12%
HEK293 viab | 2%[87.6 µM] | 8% | -14% | -3% | 2% | 6% | x | 4%
IP6K1 inhibitor | 4 | -2 | -18 | -2 | 6 | 16 | 13 | 6
NIH3T3 tox | -6%[138 µM] | -16% | -26% | -34% | -1% | -15% | -36% | -28%
GPT2 inhibitor | i | -47% | -7% | i | -5% | i | x | 3%

(9) CCc1ccccc1NC(=O)Cn1nnc(C(=O)NCc2cccs2)c1N
(10) CCOc1ccc(-c2cnc(NCc3ccc(C(F)(F)F)cc3)n2C)cc1
(11) Cc1noc(-c2cccc(OC3CN(C(=O)c4cc(F)ccc4F)C3)c2)n1
(12) COC(=O)[C@@H](C)NC(=O)[C@H]1CN(S(=O)(=O)c2ccccc2)CCN1C(=O)N1CCOCC1
(13) O=C(NCCOc1ccccc1)c1cnc2n1CCN(Cc1ccc3[nH]ccc3c1)CC2
(14) C[S+](=O)([O-])N1CC2(Cc3ccccc31)CN(C(=O)C1CC1)C2
(15) NC(=O)[C@@H]1CN(C2CCSCC2)C[C@H]1COc1ccncc1
(16) Cc1ccccc1-c1cnc2[nH]cc(CC(=O)NC3CC3)c2c1

Screen / compound no. | 9 | 10 | 11 | 12 | 13 | 14 | 15 | 16
SNCA expr inhib | -18% | u | -6% | -4% | 21%[87.6 µM] | -21%[87.6 µM] | 2% | -3%[87.6 µM]
FLuc inh | x | x | 0% | 3% | -13%[172 µM] | -3%[172 µM] | -3% | 10%[172 µM]
HEK293 tox | x | x | u | 0% | u | i | 2% | u
HEK293 viab | -8% | -24% | 0% | -5% | -10%[87.6 µM] | 6%[87.6 µM] | -7% | -16%[87.6 µM]
IP6K1 inhibitor | -1 | -10 | -2 | -11 | -2 | -12 | 9 | -17
NIH3T3 tox | x | x | -15% | i | u | 4%[138 µM] | i | u
GPT2 inhibitor | x | x | -1% | i | i | i | i | -4%[88.5 µM]

(17) COc1ccccc1CNC1(Cc2cc(CN3CCOCC3)on2)COC1
(18) COc1cc(C(C)C)c(Oc2cnc(NC(CO)CO)nc2N)cc1I
(19) O=C1NC(C(=O)NCc2ccccc2)Cn2cccc21 (centres undefined)
(20) CCOCCCNC(=O)C1CCCN1Cc1ccc(-c2cncnc2)cc1 (centres undefined)
(21) CC1CCC2(NC1)OC1C(=O)C3C4CCC5CC(O[C@@H]6O[C@H](CO)[C@@H](O)[C@H](O)[C@H]6O[C@@H]6O[C@@H](C)[C@H](O)[C@@H](O)[C@H]6O)CCC5(C)C4CCC3(C)C1C2C (some centres undefined)
(22) CCOC(=O)c1cnn(-c2ccc(C(=O)Nc3cccc(C(C)=O)c3)cc2)c1N
(23) CCN1CCN(C(=O)c2ccc3c(c2)N(Cc2ccc(F)cc2)C(=O)c2ccccc2S3(=O)=O)CC1
(24) Cc1nccnc1N1CCC(c2nnc(CN3CCCC3)n2C)CC1

Screen / compound no. | 17 | 18 | 19 | 20 | 21 | 22 | 23 | 24
SNCA expr inhib | -17%[87.6 µM] | -11% | -16% | 18% | x | -9% | -12% | -6%
FLuc inh | -2%[172 µM] | x | -1% | x | x | x | x | 7%
HEK293 tox | -3%[172 µM] | x | i | i | x | x | x | -8%
HEK293 viab | -8%[87.6 µM] | 0% | -5% | 4% | -37%[23.9 µM] | -3% | -13% | 4%
IP6K1 inhibitor | 10 | x | 1 | -14 | 13 | -18 | 25 | 5
NIH3T3 tox | 3%[174 µM] | x | i | -4% | x | x | x | i
GPT2 inhibitor | -31%[88.5 µM] | 5% | i | -4% | i | x | x | -3%

Values in list order from the list:
Compounds 8–17 in FLuc inh: -4%, x, x, 0%, 3%, -13%[172 µM], -3%[172 µM], -3%, 10%[172 µM], -2%[172 µM]
Compounds 8–17 in SNCA expr inhib: 15%, -18%, u, -6%, -4%, 21%[87.6 µM], -21%[87.6 µM], 2%, -3%[87.6 µM], -17%[87.6 µM]

Complete entries as entered above:
Listed for Cc1nccnc1N1CCC(c2nnc(CN3CCCC3)n2C)CC1 = SNCA expr inhib = -6%; FLuc inh = 7%; HEK293 tox = -8%; HEK293 viab = 4%; IP6K1 inhibitor = 5; NIH3T3 tox = i; GPT2 inhibitor = -3%
Listed for CC1CCC2(NC1)OC1C(=O)C3C4CCC5CC(O[C@@H]6O[C@H](CO)[C@@H](O)[C@H](O)[C@H]6O[C@@H]6O[C@@H](C)[C@H](O)[C@@H](O)[C@H]6O)CCC5(C)C4CCC3(C)C1C2C (some centres undefined) = SNCA expr inhib = x; FLuc inh = x; HEK293 tox = x; HEK293 viab = -37%[23.9 µM]; IP6K1 inhibitor = 13; NIH3T3 tox = x; GPT2 inhibitor = i
Listed for COc1cc(C(C)C)c(Oc2cnc(NC(CO)CO)nc2N)cc1I = SNCA expr inhib = -11%; FLuc inh = x; HEK293 tox = x; HEK293 viab = 0%; IP6K1 inhibitor = x; NIH3T3 tox = x; GPT2 inhibitor = 5%

The results go on:
(25) COCCOC1CCN(C(=O)c2cc(C)n(CCOC)c2C)CC1
(26) COc1ccc(CCC(=O)N2CCCC(c3nc(C)ncc3-c3cccc(C)c3)C2)cc1OC (centres undefined)
(27) CN(C)C(=O)c1cc(-c2ccccc2F)nc2c1cnn2C
(28) O=C(Cc1cccc(F)c1)N1CCC(Cc2nc(-c3cnccn3)no2)CC1
(29) C[S+](=O)([O-])NCc1nnc2n1C(C(=O)NCc1ccc(F)cc1)CC2 (centres undefined)

Screen / compound no. | 25 | 26 | 27 | 28 | 29
SNCA expr inhib | 118%[activator] | 3% | x | -16% | 4%
FLuc inh | 20µM* | -6% | x | 8% | x
HEK293 tox | -9% | 3% | -21%[172 µM] | -8% | -7%
HEK293 viab | 9%[12.5 µM] | 1% | x | 0% | -9%
IP6K1 inhibitor | 11 | 16 | -3 | -12 | -2
NIH3T3 tox | -9% | 2% | u | u | -24%
GPT2 inhibitor | i | i | x | 1% | i

Compounds above with a CF3 group (2):
(7) CCOC(=O)[C@@H]1CN(C(=O)c2ccccc2OC(F)(F)F)[C@H]2c3ccc(OC)cc3O[C@@H]12
(10) CCOc1ccc(-c2cnc(NCc3ccc(C(F)(F)F)cc3)n2C)cc1

Screen / compound no. | 7 | 10
SNCA expr inhib | x | u
FLuc inh | x | x
HEK293 tox | u | x
HEK293 viab | x | -24%
IP6K1 inhibitor | 13 | -10
NIH3T3 tox | -36% | x
GPT2 inhibitor | x | x

Single values from the results shown:
entry 27 @ HEK293 tox: -21%[172 µM]
entry 28 @ HEK293 viab: 0%
entry 29 @ HEK293 viab: -9%
entry 25 @ FLuc inh: 20µM*

From PubChem BioAssay
